# Source: PubChem (National Center for Advancing Translational Sciences (NCATS))
# HepG2 viability: counter-screen for TGF-b inhibitors: cytotoxicity in HepG2 cells; HepG2 CAGA-GFP viability, ATP luminescence, 18 h; Potency, µM (doses to about 46.1 µM), without a hit: at the highest dose activity change, negative = cytotoxicity, usual class: cytotoxic; 0.76% of 410,000 active; also: potency is read from the fitted curve at half-maximal effect; some results filed as inactive show a strong effect at the top dose
#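 CellTiter-Glo luminescence gave cytotoxicity after 18 hours at 37 degrees C. The cells were HepG2 CAGA-GFP in 1% FBS DMEM, stimulated with 500 pg/mL TGF-beta after compound addition. %Activity was normalised to no-cell wells (complete cell-killing) and DMSO (no toxicity), and curves were fitted and classified.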
# A549 tox: A549 cytotoxicity, counter-screen for Nrf2 inhibitors; A549 ARE-Fluc cells, CellTiter-Fluor viability, 18-24 h; Potency, µM (top dose mostly 46 µM), without a hit: at the highest dose activity change, negative = cytotoxicity, usual class: inhibitors; 0.16% of 390,000 active; AID 504648; also: potency is read from the fitted curve at half-maximal effect; % is scaled to controls: 0 for no effect and ±100 for the full control effect
#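 Cytotoxicity counterscreen: CellTiter-Fluor fluorescence was measured in A549 ARE_Fluc cells after 18-24 h of compound exposure in a concentration series. The subsequent BugLite luminescent read reports ARE-luciferase activity.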
# Nrf2 ARE act: activates Nrf2 signaling. AREc32 ARE-luciferase reporter (MCF7-derived line), luminescence, 24 h. 0.31% of 410,000 active. Potency, µM (series often up to 46.1 µM), for inactives: at the highest dose activation, actives largely listed as activators; also: potency is read from the fitted curve at half-maximal effect; % of control where 0% means no effect; nearly all actives have a fitted effect of over 65% in size
#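 Steps: seed AREc32_Fluc cells (1000/well, 5% FBS OPTI-MEM); incubate overnight at 37 deg C; add 23 nL compound; incubate 24 hr; add Steady-Glo; hold 30 min RT; read luminescence.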
# TGFb inhibitor: inhibitors of TGF-b signaling; 1.2% of 410,000 active; Potency, µM (titrated, usually from 46.1 µM), for inactives: top-dose activity, negative = inhibition, hits mostly inhibitors; HepG2 CAGA-GFP TGF-b/SMAD3 reporter, GFP fluorescence, 18 h; TGF-beta stimulated, 500 pg/mL final; also: potency is read from the fitted curve at half-maximal effect; % is scaled to controls: 0 for no effect and ±100 for the full control effect; nearly all actives have a fitted effect of over 65% in size
#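 GFP signal (ex488/em500-530) from TGF-beta-stimulated HEPG2 CAGA-GFP cells, 500 pg/mL final, 18 h at 37 degrees C in DMEM plus 1% FBS, normalized to unstimulated and DMSO-stimulated controls.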
# Abeta rescue: compounds reversing amyloid beta toxicity in yeast; yeast expressing A-beta42, growth rescue, OD600, 48 h; response scale: 0% DMSO, 100% iron-clioquinol control; Potency, µM (series often up to 46.1 µM), for inactives: at the highest dose growth rescue, usual class: activators; 0.063% of 410,000 active; AID 1347071; also: potency is read from the fitted curve at half-maximal effect; nearly all actives have a fitted effect of over 55% in size
#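 Yeast growth medium received pinned compounds, then yeast cells expressing toxic A-beta were added; plates incubated at 30 C for 48 hr. Growth read as absorbance at 600 nm, normalized to DMSO and equimolar FeCl3 plus clioquinol controls.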
# CCT modulator: modulators of cytosolic chaperonin (CCT/TRiC) activity | purified chaperonin ATPase assay, HTRF ADP detection, 30 min | activity change, % (concentration not given with the values), hits read low | 0.3% of 360,000 active; in the data active = activity change below about -30%; also: % is scaled to controls: 0 for no effect and ±100 for the full control effect
#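 TRiC at 40 or 20 nM final (batch-dependent) in 30 mM Tris pH 7.4, 100 mM KCl, 5 mM MgCl2, 1 mM DTT, with compound at single 76 uM and 10 uM ATP, 30 min at 37 deg C. ADP detected by HTRF Transcreener, 665/615 ratio.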
# MmCpn inh: blocks the Methanococcus maripaludis chaperonin Mm-Cpn; AID 504842; purified Mm-Cpn ATPase, ADP Transcreener TR-FRET; Potency, µM (doses to about 76.9 µM), inactives show at the top dose activity, negative = inhibition, usual class: inhibitors; 0.031% of 330,000 active; also: potency is read from the fitted curve at half-maximal effect; % is scaled to controls: 0 for no effect and ±100 for the full control effect; nearly all actives have a fitted effect of over 80% in size
#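 Inhibition of chaperonin ATP hydrolysis is measured as reduced ADP production, detected by competitive TR-FRET in which signal falls with ADP. Final enzyme 25 nM and ATP 10 uM, reacted 30 min at 37°C.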
# pAkt inh: Akt phosphorylation inhibition | Neuro2A IGF-stimulated pAkt S473 HTRF, 20 min; active compounds read low | activity change, % for hits at 50 µM | 0.32% of 360,000 active | AID 651550; in the data active = activity change below about -80%; inconclusive = mostly about -51% to -80%; also: % is scaled to controls: 0 for no effect and ±100 for the full control effect
#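 Neuro2A cells in DMEM with 0.5% FBS, overnight at 37 deg C, given compound at single 50 µM final, then IGF (6 nM final) for 20 min at 37 deg C. Lysed; phospho-Akt Ser473 by HTRF after 24 h, 665/615 ratio.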
# Nrf2 inh: blocks Nrf2 signaling. A549 ARE-Fluc reporter, luciferase luminescence, 18-24 h. Potency, µM (top dose mostly 46 µM), inactives show top-dose activity change, negative = inhibition, actives largely listed as inhibitors. 2.1% of 360,000 active. AID 504444; also: potency is read from the fitted curve at half-maximal effect; % is scaled to controls: 0 for no effect and ±100 for the full control effect; nearly all actives have a fitted effect of over 60% in size
#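 In this cell-based qHTS, ARE-driven firefly luciferase in A549 cells reports Nrf2 activity; the luminescent signal after BugLite lysis is the measured value, with a prior CellTiter-Fluor read for cell health.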
# An asterisk follows results filed as active; i = inactive; ? = inconclusive; · = not tested or not shown. Unless noted, calls follow the shape of the dose curve; as a rule, active = well fitted curve in the direction sought with a large enough effect; inconclusive = small, poorly fitted or top-dose-only effect, or another doubt; inactive = no such curve, though single readings can be large; an effect the other way counts as inactive or inconclusive.
entry	SMILES	HepG2 viability	A549 tox	Nrf2 ARE act	TGFb inhibitor	Abeta rescue
1	CSCCC(NC(=O)COc1ccccc1)C(=O)N1CCN(c2cccc(C(F)(F)F)c2)CC1 (stereo unspecified)	-9.7%	-15.2%	2.3%	?	-5.0%
2	CN(C)S(=O)(=O)c1ccc(C(=O)Nc2ccccc2C(=O)NCCCN2CCOCC2)cc1	-2.5%	7.5%	0.1%	-2.5%	4.1%
3	COc1ccc(CNC(=O)CN(c2cc(C(F)(F)F)ccc2Cl)S(C)(=O)=O)cc1	-12.0%	6.6%	0.3%	0.0%	-1.3%
4	NS(=O)(=O)c1ccc(NC(=O)COC(=O)CNC(=O)C23CC4CC(CC(C4)C2)C3)cc1	5.3%	5.7%	0.0%	12.4%	2.5%
5	CC(=O)c1c(C)nc(C)nc1NC(=O)Cc1ccccc1	9.1%	1.1%	-0.9%	-7.6%	-3.7%
6	O=C(NC(=S)Nc1nc2ccc(F)cc2s1)c1ccco1	14.3%	-21.8%	?	-4.5%	-10.0%
7	CCCn1c(N)c(C(=O)CN(C)CC(=O)Nc2ccc(C)cc2)c(=O)[nH]c1=O	24.7%	6.7%	-0.7%	?	-11.0%
8	CN1C(=O)S/C(=C/c2cccnc2)C1=O	4.0%	-4.7%	6.1%	-5.9%	-9.9%

entry	CCT modulator	MmCpn inh	pAkt inh	Nrf2 inh
1	-0.6	·	i	?
2	0.8	1.8%	i	0.4%
3	·	·	·	1.2%
4	0.2	2.2%	i	9.8%
5	-5.5	2.4%	i	1.5%
6	0.5	-6.7%	i	?
7	-1.2	-1.3%	i	-26.8%
8	2.2	1.1%	i	8.1%

# Continued.
entry	SMILES	HepG2 viability	A549 tox	Nrf2 ARE act	TGFb inhibitor	Abeta rescue
9	Cc1cnc(C)c(N2CCN(Cc3nc(-c4ccc(C)o4)oc3C)CC2)n1	-21.8%	0.8%	2.5%	-26.7%	-7.6%
10	O=C1c2oc3ccc(Cl)cc3c(=O)c2C(c2ccccn2)N1CCCN1CCOCC1 (stereo unspecified)	-18.7%	-3.9%	0.8%	-12.4%	0.8%
11	Cc1cccc(NC(=O)CN2C(=O)C(c3ccccc3)=NC23CCC(C)CC3)c1 (stereo unspecified)	-19.0%	?	-0.6%	·	10.5%
12	COc1cc(CNC(C)c2ccccc2)cc(Cl)c1OCC(=O)Nc1ccccc1 (stereo unspecified)	-3.3%	-7.6%	-0.2%	-15.8%	-0.3%
13	CC(C)CCN(CC(=O)NCc1ccc(F)cc1)S(=O)(=O)c1ccccc1F	3.9%	-5.5%	2.9%	2.7%	-20.9%
14	O=C1CCCN1CCNC(=S)Nc1ccccc1	0.6%	-0.7%	2.4%	-1.8%	-23.2%
15	COC(=O)Cn1cc(C(=O)c2ccco2)c2ccccc21	-2.0%	-0.2%	?	-8.0%	3.1%
16	CCOC(=O)N1CCN(c2ccncc2S(=O)(=O)N2CCCCC2)CC1	5.9%	1.1%	0.5%	-3.4%	-14.9%

entry	CCT modulator	MmCpn inh	pAkt inh	Nrf2 inh
9	0.4	-3.3%	i	?
10	-2.2	2.3%	i	3.2%
11	·	·	·	?
12	-2.9	-0.2%	i	-23.2%
13	1.4	-0.1%	i	-5.6%
14	-3.8	3.4%	i	-3.5%
15	-6.9	1.0%	i	13.9%
16	-1.9	-2.3%	i	-7.3%

# Overlap with the part before: two compounds; new compounds follow.
entry	SMILES	HepG2 viability	A549 tox	Nrf2 ARE act	TGFb inhibitor	Abeta rescue
15	COC(=O)Cn1cc(C(=O)c2ccco2)c2ccccc21	-2.0%	-0.2%	?	-8.0%	3.1%
16	CCOC(=O)N1CCN(c2ccncc2S(=O)(=O)N2CCCCC2)CC1	5.9%	1.1%	0.5%	-3.4%	-14.9%
17	Cc1oc(CSCCSCc2cc(C(=O)O)c(C)o2)cc1C(=O)O	8.7%	-3.4%	0.4%	9.8%	13.8%
18	Cc1cc(N2CCOCC2)ccc1/C=C1\NC(=O)N(CC(=O)Nc2ccccc2C)C1=O	-0.7%	-19.9%	0.3%	12.4%	23.2%
19	CC(C)Cn1c(N2CCN(C(=O)c3cccs3)CC2)nc2ccccc21	-18.8%	1.0%	-0.4%	-4.8%	24.7%
20	CCn1c(SCc2ccc(C#N)cc2)nnc1-c1ccc(S(=O)(=O)N2CCCCC2)cc1	-45.8%	-16.0%	-0.4%	0.0%	12.7%
21	CN1CCN(C(CNC(=O)c2cccc(F)c2)c2ccc3c(c2)OCO3)CC1 (stereo unspecified)	-18.9%	-1.3%	0.0%	-3.9%	2.2%
22	CCNC(=O)C1CN(S(=O)(=O)c2ccccc2)CCN1S(=O)(=O)c1ccccc1 (stereo unspecified)	-26.8%	8.3%	-0.9%	13.2%	5.5%
23	C[C@H]1CN([C@@H](C)CO)C(=O)c2cccc(NS(=O)(=O)c3cn(C)cn3)c2O[C@H]1CN(C)S(C)(=O)=O	8.6%	-2.1%	-0.7%	5.1%	-22.2%
24	COc1ccccc1NCCC(=O)OCC(=O)NC1CCCCCC1	-20.1%	-0.9%	-0.7%	-28.4%	17.6%
25	COc1ccc(C2=NN(C(=O)c3ccco3)C(c3cc4ccccc4nc3Cl)C2)cc1 (stereo unspecified)	-19.9%	-19.8%	0.1%	-25.1%	7.7%
26	Cc1ccc(C)c(CNc2ccc(S(=O)(=O)N3CCCCC3)cc2)c1	-17.1%	-0.4%	-0.3%	?	7.0%
27	CSc1nc2sc3c(c2c(=O)n1C)CCCC3	6.1%	-8.5%	0.5%	-11.3%	-8.3%

entry	CCT modulator	MmCpn inh	pAkt inh	Nrf2 inh
15	-6.9	1.0%	i	13.9%
16	-1.9	-2.3%	i	-7.3%
17	-1.5	3.3%	i	4.5%
18	-0.2	0.2%	i	?
19	0.5	2.5%	i	-7.3%
20	1.1	-16.0%	i	?
21	·	·	·	·
22	-5.2	0.9%	·	-13.6%
23	2.7	2.1%	i	22.4%
24	1.3	0.3%	i	6.8%
25	0.9	-4.5%	i	-15.3%
26	-3.6	-8.5%	i	?
27	-2.2	0.3%	i	?

# Four compounds picked at random from those above, as already listed:
entry	SMILES	HepG2 viability	A549 tox	Nrf2 ARE act	TGFb inhibitor	Abeta rescue
19	CC(C)Cn1c(N2CCN(C(=O)c3cccs3)CC2)nc2ccccc21	-18.8%	1.0%	-0.4%	-4.8%	24.7%
8	CN1C(=O)S/C(=C/c2cccnc2)C1=O	4.0%	-4.7%	6.1%	-5.9%	-9.9%
12	COc1cc(CNC(C)c2ccccc2)cc(Cl)c1OCC(=O)Nc1ccccc1 (stereo unspecified)	-3.3%	-7.6%	-0.2%	-15.8%	-0.3%
22	CCNC(=O)C1CN(S(=O)(=O)c2ccccc2)CCN1S(=O)(=O)c1ccccc1 (stereo unspecified)	-26.8%	8.3%	-0.9%	13.2%	5.5%

entry	CCT modulator	MmCpn inh	pAkt inh	Nrf2 inh
19	0.5	2.5%	i	-7.3%
8	2.2	1.1%	i	8.1%
12	-2.9	-0.2%	i	-23.2%
22	-5.2	0.9%	·	-13.6%
